NR2E3 ag-1: agonists of human NR2E3 nuclear receptor. Q9Y5X4. CHO-S Gal4-NCOR/VP16-NR2E3 two-hybrid, luciferase. inhibition of corepressor binding, % at 3.98 µM. hit rate 0.35% among 360,000. AID 602229;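 active = inhibition above the mean of all tested compounds plus 3 SD, cut at about 70% in these data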;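 also: 0% = DMSO with NR2E3 transfected cells and 100% = cells lacking NR2E3 construct; higher means lower luciferase signal from less NR2E3 corepressor binding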
MITF TRPM1 inh: MITF TRPM1 promoter inhibition in SK-MEL-5 cells; SK-MEL-5 TRPM1 promoter luciferase, 24 h; inhibition, % at 12.5 µM; hit rate 0.83% among 330,000;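 active = mean inhibition across replicates of 60% or more, whatever share of single replicates reaches that level; inconclusive = some that reach 60%, reason not given; inactive = mean inhibition across replicates below 60%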; also: values of inactives mirror those of a sister screen read the other way
PDI inh: blocks human protein disulfide isomerase activity; PDI insulin aggregation turbidity, A650, 90 min; AID 588391; hit rate 0.052% among 350,000; P07237; inhibition, % at 10 µM;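 active = mean inhibition across replicates of 30% or more, whatever share of single replicates reach that level; inconclusive = mean inhibition below 30% while every single replicate reaches 30%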;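 also: absorbance from insulin aggregation driven by PDI reduction with DTT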
Target sequence (P07237 whole entry, looked up): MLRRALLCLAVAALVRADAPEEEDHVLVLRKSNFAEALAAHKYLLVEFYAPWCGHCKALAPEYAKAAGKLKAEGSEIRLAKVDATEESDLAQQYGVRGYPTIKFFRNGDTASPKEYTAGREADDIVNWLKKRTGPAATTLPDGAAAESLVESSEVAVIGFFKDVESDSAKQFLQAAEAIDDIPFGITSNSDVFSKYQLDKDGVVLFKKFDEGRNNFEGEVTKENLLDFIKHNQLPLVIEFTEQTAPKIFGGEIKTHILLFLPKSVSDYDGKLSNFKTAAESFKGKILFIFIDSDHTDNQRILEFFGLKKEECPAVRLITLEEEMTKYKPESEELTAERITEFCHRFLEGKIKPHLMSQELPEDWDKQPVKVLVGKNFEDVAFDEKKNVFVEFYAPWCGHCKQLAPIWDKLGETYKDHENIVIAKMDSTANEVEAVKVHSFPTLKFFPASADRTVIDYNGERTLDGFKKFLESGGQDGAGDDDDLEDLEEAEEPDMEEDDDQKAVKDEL
m5-HT2A agonist: activates the mouse 5-HT2A serotonin receptor; CHO-K1 mHTR2A beta-arrestin complementation, luminescence; percent of 30 µM serotonin response; activation, % at 7.6 µM; hit rate 0.66% among 360,000; AID 624169;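 active = activation above a run cutoff, the mean activation of all tested compounds plus 3 SD, cut at about 14% in these data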;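 also: 0% = plate median of compound wells and 100% = 30 µM serotonin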
Target sequence (P35363 whole entry, looked up): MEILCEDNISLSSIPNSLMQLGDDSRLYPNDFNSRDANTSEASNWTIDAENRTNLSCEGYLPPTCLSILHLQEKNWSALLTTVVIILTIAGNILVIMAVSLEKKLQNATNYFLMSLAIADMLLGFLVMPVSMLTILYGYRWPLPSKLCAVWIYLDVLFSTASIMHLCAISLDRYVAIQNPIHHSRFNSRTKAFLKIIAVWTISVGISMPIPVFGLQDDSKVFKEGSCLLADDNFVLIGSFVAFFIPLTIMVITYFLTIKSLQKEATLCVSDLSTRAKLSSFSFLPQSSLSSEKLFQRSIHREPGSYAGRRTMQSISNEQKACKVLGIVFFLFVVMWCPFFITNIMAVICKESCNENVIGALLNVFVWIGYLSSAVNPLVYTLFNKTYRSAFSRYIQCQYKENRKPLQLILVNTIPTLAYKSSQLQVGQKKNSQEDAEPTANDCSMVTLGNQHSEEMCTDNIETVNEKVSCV
CaV13 FRET inh: Disruptors of the CACNA1D IQ motif to Ca2+-dependent inactivation inhibitor domain association, primary screening, Förster resonance energy transfer in intact living … | inhibition, % at 12.3 µM | hit rate 0.098% among 340,000 | HEK cells, CFP/YFP FRET ICDI-IQ, plate reader, 10 min; percent FRET-ratio fall versus neutral wells;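 active = mean replicate inhibition of at least 30% and at least 1% of replicates passing that level; inconclusive = only one of the two criteria is met; inactive = neither criterion is met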;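 also: 0% = median of the neutral control wells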
hiPSC survival: hiPSC single-cell survival enhancement; ATPlite luminescence; 100% = ROCK inhibitor wells, 0% = DMSO; survival enhancement, % at 20 µM; hit rate 0.044% among 360,000; AID 602274; in the data active = survival enhancement above about 18%;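 also: cells exposed to compounds for 16 hours before the ATP read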
NR2E3 ag-2: NR2E3 (human) agonism; Q9Y5X4; AID 2300; GST-NR2E3/biotin-RetCOR TR-FRET, 1536-well; inhibition of corepressor binding, % at 4.78 µM; hit rate 0.12% among 320,000;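 active = percent inhibition above the cutoff of mean plus 3 SD of all tested compounds, set per screening campaign, cut at about 20% in these data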;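 also: 0% = DMSO wells and 100% = biotin wells as full block of FRET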
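System: GST-tagged NR2E3 plus biotinylated RetCOR corepressor; Amount: 1.35 nM GST-tagged NR2E3 final; Dosing: single nominal compound dose of 4.8 µM; Schedule: 5 h incubation at 4 °C; Technique: TR-FRET with europium anti-GST and streptavidin-D2, 340 nm excitation; Controls: biotin wells as high control, 0.6% DMSO wells as low control.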
H9c2 protect: myocardial damage modulation in H9c2 cells; H9c2 cardiomyocytes, H2O2 injury protection, ATPLite, 2 h; protection from H2O2 cell death, % at 20 µM; hit rate 0.63% among 360,000;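 active = compounds giving at least 50% protection of heart cells from peroxide-induced death in the single-dose screen, raw or plate-pattern-corrected value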;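 also: 0% = DMSO wells with peroxide and 100% = DMSO wells without peroxide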
HIF-2a block: blocks HIF-2a reporter activity. AID 624352. hit rate 0.72% among 360,000. inhibition, % at 18.8 µM. 786-0 RCC cells HIF-2a reporter, luciferase luminescence, overnight;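 active = inhibition of the luminescence signal of 40% or more relative to plate controls, in a single-dose primary screen at 18.75 µM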
Shn3 3UTR inh: Schnurri-3 reporter inhibition in Clone20 osteoblasts; hit rate 0.52% among 360,000; inhibition, % at 12.5 µM; Clone20 osteoblast Shn3 3'UTR firefly luciferase, 24 h;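 active = mean inhibition of at least 75% with every replicate also reaching 75%; inconclusive = mean inhibition at least 75% but some replicate below; inactive = mean inhibition below 75%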;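 also: 0% = median of neutral control wells and 100% = pilot-screen positive control compound; some compounds past the cut are filed as inactive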
Peg3 promoter: Peg3 promoter activity inhibition; HeLa PEG-Prom luciferase reporter, luminescence, overnight; AID 588405; hit rate 1.7% among 360,000; inhibition, % at 20 µM;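 active = inhibition of at least 50% at 20 µM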
* = called active by the depositor; u = inconclusive; x = no result given.

SMILES	NR2E3 ag-1	MITF TRPM1 inh	PDI inh	m5-HT2A agonist	CaV13 FRET inh	hiPSC survival	NR2E3 ag-2	H9c2 protect	HIF-2a block	Shn3 3UTR inh	Peg3 promoter
COc1ccc(NC(=O)c2noc3c2CCC3)cc1	-142	-41	2	7	-3	-0.6	-1	-3	-61	-32	-122
C/C(=N/OC(=O)c1ccc(Br)cc1)c1ccc(C)cc1	7	-11	-3	1	-19	-0.3	-1	-6	-2	-14	-1
CC1Oc2ccccc2N(CC(=O)NCCc2ccccc2)C1=O (configuration not stated)	1	-4	-3	-1	-10	-2.3	3	10	5	-1	-6
Cc1cc(C(=O)COc2ncnc3sccc23)c(C)n1C1CC1	-48	-61	2	-3	-7	-1.7	0	6	-157	-64	-173
O=C(Cn1cnc2c(nnn2Cc2ccc(Cl)cc2)c1=O)NCc1ccco1	4	5	14	7	x	0.4	4	-3	5	-12	-27
CC(=O)Nc1nn(C)c2nc(C)cc(C)c12	-55	2	-2	-1	9	1.1	0	4	14	9	3
CN1CCC(OC(=O)c2cc3cc(Br)ccc3oc2=O)CC1	23	7	2	-5	-1	-0.3	0	-1	22	-7	7
CC(=O)Nc1ccc(NC(=O)Nc2cccc(Cl)c2)cc1	-24	-52	-4	0	-3	0.4	-3	-4	-179	-31	-158
Nc1c(C(=O)NCCN2CCOCC2)c2nc3ccccc3nc2n1-c1ccc2c(c1)OCO2	-16	1	-3	-8	-6	-2.4	1	27	4	-9	5
CC(=O)CC(=O)Nc1ccc2ccccc2c1	-20	x	-6	5	-4	-0.1	4	-1	-24	-24	-48
O=C(NCCC1=CCCCC1)C(=O)NCc1ccccc1	-15	-1	5	-1	-4	0.3	1	-1	-36	-20	-52
CC(c1ccccc1)n1c(SCC(=O)Nc2ccccc2)n[nH]c1=O (configuration not stated)	-25	5	4	6	-5	0.1	4	6	15	0	13
O=C(CSc1nc(-c2ccccc2)c(-c2ccccc2)o1)N1CCCCC1	9	x	1	1	-7	-0.9	x	-4	-5	7	22
O=C1NCCNC1(c1c[nH]c2ccccc12)C(F)(F)F (configuration not stated)	-12	x	x	5	-6	2.3	-1	2	23	0	2
CCCOC(=O)C1[C@H]2C(=O)N(CC3CCCO3)C[C@]23C=C[C@H]1O3 (some centres not stated)	-6	1	-23	0	x	1.7	4	-8	7	-27	-2
COc1ccc(/C=C/C(=O)O)cc1Cl	1	-11	-2	0	1	0.9	-3	1	24	0	7
CC1(C(=O)NS(=O)(=O)c2ccccc2Cl)CCN1C(=O)c1cccc2ccccc12 (configuration not stated)	0	x	-8	13	-11	3.8	x	18	7	14	1
CN1C(C(=O)Nc2ccc(OC(F)(F)F)cc2)=CC(c2cccs2)=NS1(=O)=O	8	6	1	-1	-6	-0.1	0	-5	5	7	30
O=C(COC(=O)c1ccc(F)cc1)NCCCc1ccccc1	6	-8	-10	-2	-4	0.2	-4	-3	8	-2	6
CC(C)c1nc(CNC(=O)CC2C(=O)NCCN2Cc2ccoc2)cs1 (configuration not stated)	-12	10	-2	3	-5	1.7	3	5	8	-25	2

Among those listed so far, 2 contain bromine.
SMILES	NR2E3 ag-1	MITF TRPM1 inh	PDI inh	m5-HT2A agonist	CaV13 FRET inh	hiPSC survival	NR2E3 ag-2	H9c2 protect	HIF-2a block	Shn3 3UTR inh	Peg3 promoter
C/C(=N/OC(=O)c1ccc(Br)cc1)c1ccc(C)cc1	7	-11	-3	1	-19	-0.3	-1	-6	-2	-14	-1
CN1CCC(OC(=O)c2cc3cc(Br)ccc3oc2=O)CC1	23	7	2	-5	-1	-0.3	0	-1	22	-7	7

Three compounds from above, arranged by molecular weight, lowest first.
SMILES	NR2E3 ag-1	MITF TRPM1 inh	PDI inh	m5-HT2A agonist	CaV13 FRET inh	hiPSC survival	NR2E3 ag-2	H9c2 protect	HIF-2a block	Shn3 3UTR inh	Peg3 promoter
COc1ccc(/C=C/C(=O)O)cc1Cl	1	-11	-2	0	1	0.9	-3	1	24	0	7
CC(c1ccccc1)n1c(SCC(=O)Nc2ccccc2)n[nH]c1=O (configuration not stated)	-25	5	4	6	-5	0.1	4	6	15	0	13
CN1C(C(=O)Nc2ccc(OC(F)(F)F)cc2)=CC(c2cccs2)=NS1(=O)=O	8	6	1	-1	-6	-0.1	0	-5	5	7	30

Remaining list, next part
SMILES	NR2E3 ag-1	MITF TRPM1 inh	PDI inh	m5-HT2A agonist	CaV13 FRET inh	hiPSC survival	NR2E3 ag-2	H9c2 protect	HIF-2a block	Shn3 3UTR inh	Peg3 promoter
CC(=O)Nc1cccc(Oc2ncnc3scc(-c4ccccc4)c23)c1	20	3	-7	-2	-5	-1.0	2	5	28	1	31
Nc1nonc1-n1nnc(C(=O)N/N=C/c2cc(Br)cs2)c1-c1ccccc1	-21	-8	-4	-3	-5	0.1	3	-2	-3	3	21
O=C(Nc1ncccc1O)c1cccc(S(=O)(=O)N2CCc3ccccc32)c1	12	1	1	0	-8	10	0	-1	18	4	-4
CCOC(=O)N1CCC(NC(=O)c2ccc(CS(=O)c3ccc(Cl)cc3)o2)CC1 (configuration not stated)	9	1	15	4	-2	0.7	-4	-4	11	-9	-7
CCn1c(O)c(N=NC(=O)c2cccc(S(=O)(=O)N3CCCCC3)c2)c2ccccc21	-16	10	-12	6	-3	5.2	-2	5	28	10	38
CC(=O)Nc1ccc(NC(=O)CN2C(=O)COc3ccc(S(=O)(=O)N4CCOCC4)cc32)cc1	-30	5	2	-2	-2	0.1	-3	2	2	-26	5
O=C(NNS(=O)(=O)c1ccc(F)cc1)C1CCN(Cc2cccc(F)c2)CC1	-3	8	10	1	0	-0.5	2	4	16	10	10
O=C(OCc1cn([C@@H]2CN(C(=O)C3CCCCC3)[C@@H](c3ccccc3)C[C@H]2O)nn1)c1ccccc1	-4	x	3	0	-7	-1.2	x	7	1	16	-8
C/C(Nc1ccccc1)=C(/C#N)C(N)=O	-10	-2	-6	2	-5	-1.8	3	8	6	7	1
CC(CNC(=O)c1ccc(C#N)cc1)NC(=O)c1ccc(C#N)cc1 (configuration not stated)	9	-11	-4	8	-20	-0.4	x	1	5	-19	-5
COc1ccc(Cl)cc1NC(=O)C1Cc2ccccc2CN1S(C)(=O)=O (configuration not stated)	-5	11	13	-7	-7	-0.6	6	-1	17	12	14
CCC(C)NC(=O)CSc1nc2scc(-c3ccccc3)c2c(=O)[nH]1 (configuration not stated)	-1	10	4	6	-5	2.8	14	-2	16	-4	9
Cc1cc(-c2ccccc2)nc(N(C)NC(=O)C(C)(C)C)c1S(C)(=O)=O	3	-7	2	-2	-5	-5.1	3	-9	15	8	19
CC/S(=N\S(=O)(=O)c1ccc(C)cc1)c1ccccc1 (configuration not stated)	7	0	0	3	-4	-0.4	0	3	18	-4	13
Fc1cccc(Cc2c(-c3ccccc3)nc3c4ccccc4ccn23)c1	-44	x	x	-8	-8	-0.5	x	x	-141	x	x
Nc1nc(NCC2CCCO2)nc(Nc2cccc(F)c2)c1[N+](=O)[O-] (configuration not stated)	-14	12	3	-1	-3	-0.6	2	-2	9	11	18
CCC1(C(=O)OC)NC(c2ccccc2OC)C2C(=O)N(C)C(=O)C21 (configuration not stated)	5	-3	-11	0	-4	-1.8	5	-2	5	4	13
COc1cccc(N2CCN(S(=O)(=O)c3ccc4c(c3)NC(=O)CS4)CC2)c1	27	9	-3	1	-2	-0.3	1	-7	-1	25	9
COc1ccc(C2C(C(=O)c3sc(C)nc3C)=C(O)C(=O)N2CCN(C)C)cc1 (configuration not stated)	-2	1	5	-2	-5	-1.0	2	5	9	5	-2
Cc1ccc([N+](=O)[O-])cc1NC(=O)Nc1cccc(F)c1	12	17	8	-3	-20	-0.1	x	-16	-22	u	38

3 of the entries above in order of their number in HIF-2a block, largest number first:
Compound,HIF-2a block
COc1ccc(Cl)cc1NC(=O)C1Cc2ccccc2CN1S(C)(=O)=O (configuration not stated),17
Nc1nc(NCC2CCCO2)nc(Nc2cccc(F)c2)c1[N+](=O)[O-] (configuration not stated),9
Cc1ccc([N+](=O)[O-])cc1NC(=O)Nc1cccc(F)c1,-22

(cont.)
SMILES	NR2E3 ag-1	MITF TRPM1 inh	PDI inh	m5-HT2A agonist	CaV13 FRET inh	hiPSC survival	NR2E3 ag-2	H9c2 protect	HIF-2a block	Shn3 3UTR inh	Peg3 promoter
Cc1ccc(S(=O)(=O)NN=CC=CC=NNS(=O)(=O)c2ccc(C)cc2)cc1	21	x	11	5	-7	-3.1	x	10	-6	3	5
CCOC(=O)c1ccc(NC(=O)C(=O)NCc2ccncc2)cc1	9	3	-7	-2	-7	1.5	1	13	-16	39	1
COc1cc(C#Cc2c(-c3cncn3C)n(C)c3ccc(-c4cc(OC)c(OC)c(OC)c4)cc23)cc(OC)c1	-9	12	-2	-1	-12	0.2	x	34	-1	68	25
COc1ccc(CNC(=O)CCSCc2ccc(C)cc2)cc1	5	-14	-7	-1	-2	-0.6	0	3	6	-9	0
CCCCN(C(=O)CCC(=O)Nc1cc(C)on1)C(C(=O)NC1CCCC1)c1ccccc1OCC (configuration not stated)	6	19	5	5	-7	-0.6	3	-2	12	-14	21
Cc1ccc(-n2nnc(-c3cccnc3)n2)cc1	-128	-96	-4	-2	-10	-1.9	0	-12	-291	-67	-280
CC(=O)Nc1ccc(NC(=O)C(Sc2ccccc2)c2ccccc2)cc1 (configuration not stated)	21	-10	0	-9	4	2.6	2	5	21	-17	5
Cn1c(=O)c2c(-c3ccccc3)n(-c3cc(C(=O)O)ccc3O)cc2n(C)c1=O	-20	x	x	12	-9	2.1	x	0	2	-26	-11
CCOc1ccc(NC(=O)CSc2nnc(-c3ccncc3)n2CC2CCCO2)cc1 (configuration not stated)	-9	0	8	3	-6	-0.2	2	9	11	5	16
CCN(CC)CCN1C(=O)C(O)=C(C(C)=O)C1c1ccc(OC)c(OC)c1 (configuration not stated)	-3	-1	12	-1	-1	-2.1	1	5	13	3	9
COc1cc2c(c(O)c1OC)-c1c(cc(OC)c(OC)c1OC)C[C@@H](C)[C@@H](C)C2	6	2	14	2	0	-0.1	3	-6	8	58	-1
Cc1cccc(NC(=O)CCS(=O)(=O)c2ccc(Cl)cc2)c1	-16	12	9	2	-20	1.1	-1	8	1	-6	9
Cc1cc2cc3c(cc2nc1SCc1ccc(C(=O)O)cc1)OCCO3	-41	-13	-4	-2	-4	0.8	8	0	-13	-2	-42
C/C(=N\OCC(=O)Nn1c(C)nc2ccccc2c1=O)c1ccccc1	-1	-3	-5	6	-5	-1.9	1	-2	9	6	-7
CCN(CC)CCCN1C(=O)C(=O)/C(=C(/O)c2ccc(C)cc2)C1c1ccccn1 (configuration not stated)	-12	-6	9	1	-5	4.8	2	0	3	2	-8
NC(=O)c1ccccc1NC(=O)c1cc(S(=O)(=O)N2CCCCC2)ccc1N1CCOCC1	-24	-7	13	-5	-6	-2.5	2	-2	-3	-4	3

From PubChem BioAssay
